Assay outcomes from PubChem.
TbREL1 inh – TbREL1 RNA ligase inhibitors, primary screen, biochemical, FRET fluorescence; TbREL1 RNA ligation; inhibition, % at 9.66 µM; 89,000 compounds, 0.49% hits;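 active = inhibition above the mean inhibition across all screened compounds plus 3 SD, cut at about 11% in these data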;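 also: 0% = plate median of test wells and 100% = NSC42067 control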
Target sequence (P86926 whole entry, looked up): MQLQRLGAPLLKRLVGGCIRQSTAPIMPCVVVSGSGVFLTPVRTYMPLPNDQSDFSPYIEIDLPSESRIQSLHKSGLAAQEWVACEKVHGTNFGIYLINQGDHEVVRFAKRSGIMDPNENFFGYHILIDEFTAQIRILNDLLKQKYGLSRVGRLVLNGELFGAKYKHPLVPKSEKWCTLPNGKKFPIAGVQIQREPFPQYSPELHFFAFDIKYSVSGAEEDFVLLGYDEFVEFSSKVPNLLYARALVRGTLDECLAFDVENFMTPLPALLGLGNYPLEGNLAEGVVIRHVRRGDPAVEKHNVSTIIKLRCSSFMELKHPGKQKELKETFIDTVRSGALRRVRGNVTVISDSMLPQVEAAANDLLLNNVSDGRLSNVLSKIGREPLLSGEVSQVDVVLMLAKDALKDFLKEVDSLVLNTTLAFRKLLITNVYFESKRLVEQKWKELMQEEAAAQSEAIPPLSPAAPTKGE
Numbers without * were called inactive. A portion of the library. The share of hits here may be higher or lower than overall.

SMILES	TbREL1 inh
COc1ccc(-c2noc3c2-c2nc(-c4ccccc4F)sc2CC3)cc1	1.1
COc1cccc(CN(C)C(=O)CN2C(=O)NC(c3ccccc3)(c3ccccc3)C2=O)c1	-3.4
O=C(N/N=C/c1c(Cl)cccc1Cl)c1ccccc1F	-0.1
Cc1ccc(C(O)P(=O)(OC2CCCCC2)OC2CCCCC2)cc1 (stereo not given)	4.6
CC1=C(/C=C/C(=O)O)C(C)(C)CCC1	1.7
Cn1c(Cn2c(=O)sc3ccccc32)nnc1SCC(=O)NCc1ccc2c(c1)OCO2	-2.0
C=CCNC(=S)/N=c1/ccccn1C	-1.1
Cc1ccc(/C=N\NC(=O)c2csnn2)cc1	4.2
COc1ccc(OC)c(-c2cc(C(=O)Nc3c(C)n(C)n(-c4ccccc4)c3=O)no2)c1	-2.8
CC1(C(=O)NS(=O)(=O)c2ccccc2Cl)CCN1C(=O)Cc1ccc(Cl)cc1Cl (stereo not given)	0.5
CCC(CC)C(=O)N(C)c1c(C)nc2c(OCc3ccc(Cl)cc3)cccn12	-3.5
COC(C(=O)N/N=C/c1ccc(OCC(=O)N2CCOCC2)cc1)c1ccccc1 (stereo not given)	4.3
O=C(N/N=C/c1ccccn1)c1cccs1	12.1*
COc1ccc(CCNC(=O)C(CC(C)C)NC(N)=O)cc1 (stereo not given)	1.0
COc1ccc(C(=O)N2CCCN(C)CC2)cc1S(=O)(=O)N1CCCc2ccccc21	-2.3
Cc1sc2nc(SCC(=O)C(C)(C)C)n(Cc3ccco3)c(=O)c2c1C	2.8
CC(C)CN(C(=O)c1cc(Cl)nc2ccccc12)C1CCS(=O)(=O)C1 (stereo not given)	-1.4
O=C(NCc1ccc(F)cc1)c1cc(S(=O)(=O)N2CCOCC2)ccc1F	-0.8
COCCNC(=O)Nc1ccc(F)cc1	-0.5
COc1ccc(CNC(=O)C(=O)NCC2OCCN2S(=O)(=O)c2ccc(C)cc2)cc1 (stereo not given)	0.3
O=C(c1ccccc1Cl)N1CCN(S(=O)(=O)c2cccs2)CC1	-1.9
Cn1c(=O)c2c(nc(CN3CCN(C(=O)c4ccco4)CC3)n2Cc2cccc(Cl)c2)n(C)c1=O	-0.2
CC(C)(C)NC(=O)CN(Cc1cccs1)C(=O)C1COc2ccccc2O1 (stereo not given)	1.1
CN(C)Cc1c(C#N)c2ccccc2n1C	2.4
Cc1cc(NC(=S)Nc2cccnc2)ccc1Br	1.8
COc1ccc(OC)c(S(=O)(=O)Nc2ccc3c(c2)n(C)c(=O)n3C)c1	-0.9
c1ccc(N=Nc2cn[nH]c2-c2ccco2)cc1	3.6
COc1ccc(Cl)cc1NC(=S)NCc1ccco1	2.1
O=C(N[C@@H](Cc1ccccc1)C(=O)OCC(=O)N1CCOCC1)c1cccs1	0.0
Cc1cccc(N2CCN(C(=O)COc3ccc4c(c3)CCC4)CC2C)c1 (stereo not given)	-3.0
CN(C)c1ccc(/C=c2\sc3n(c2=O)CCCN=3)cc1	-1.5
CC(=O)N1CCN(S(=O)(=O)c2ccc3c(c2)oc(=O)n3C)CC1	4.5
COC(=O)c1c(C)[nH]c(C(=O)CN2C(=O)NC3(CCOc4ccccc43)C2=O)c1C (stereo not given)	0.0
CCOc1cc(C(C#N)N2CCOCC2)ccc1OC (stereo not given)	6.7
O=C(CSc1nnc(-c2ccco2)n1CC1CCCO1)NC1CCCC1 (stereo not given)	1.6
C=C(C)CSc1ncc(-c2cccc(C(F)(F)F)c2)cn1	-1.3
Cc1cccc(OCCn2c(-c3ccco3)nc3ccccc32)c1	0.7
CC(NCC(=O)Nc1ccccc1C(=O)NC1CC1)c1ccc(S(C)(=O)=O)cc1 (stereo not given)	1.6
Cc1ccccc1NC(=S)N1CCCC1	-1.1
CCN1CCN(Cc2ccc(NC(=O)Nc3ccccc3OC)cc2)CC1	-0.9
COc1ccc(CCC(=O)NC2=NCCS2)cc1OC	0.4
CCOc1ccccc1C=NN=Cc1ccccc1O	6.0
COc1ccccc1S(=O)(=O)Cc1ccc(C(=O)NCCN2CCCCCC2)o1	7.3
COc1ccc(-c2cc(C(=O)NN=C/C(C)=C/c3ccccc3)[nH]n2)cc1	0.9
COc1ccc(NC(=O)Nc2ccc3c(c2)C(=O)N([C@@H](C)CO)C[C@@H](C)[C@@H](CN(C)S(=O)(=O)c2cccs2)O3)cc1	1.5
Cc1ccc(N2C(=O)C(NC(=O)c3c(F)cccc3F)(C(F)(F)F)C3=C2CC(C)(C)CC3=O)cc1 (stereo not given)	-2.1
O=C(COC(=O)CCOc1ccccc1)Nc1ncc(Cl)cc1Cl	-3.6
CN1CCN(C(=O)c2ccc(-c3cc4nc(NCc5cccnc5)n(C)c(=O)c4s3)cc2)CC1	2.8
Nc1nnn(CC(=O)N/N=C/c2ccc(Cl)cc2Cl)n1	-4.1
Cc1cc(C(=O)NCC(=O)OCC(=O)N(C(C)C)C(C)C)ccc1[N+](=O)[O-]	8.3
The results go on:
SMILES	TbREL1 inh
Cc1nnc(NC(=O)CSc2nnc(C(C)NC(=O)c3ccccc3F)n2C)s1 (stereo not given)	0.2
Cc1ccc(NC(=O)CN(C)C(=O)c2cccc(S(=O)(=O)NCc3cccs3)c2)cc1	0.2
Cc1cc(C)nc(N2CCCC(C(=O)Nc3cccc(Cl)c3)C2)n1 (stereo not given)	1.4
CC(=O)N[C@@H](C)C(=O)N1CCC(n2nccc2NC(=O)CCCc2ccccc2)CC1	2.1
CCSc1cc(N2CCCC2)nc(-c2ccc(Cl)cc2)n1	2.5
O=C(c1cccc(C(F)(F)F)c1)C1CCCN(C(=O)Cn2cncn2)C1 (stereo not given)	3.2
CCOCCCNC(=O)c1cn(CC(C)C)c(=O)c2cc(OC)c(OC)cc12	-4.2
Cc1ccc(NC(=O)Nc2ncnc3nc[nH]c23)cc1	-0.1
CCOC(=O)Cc1csc(NC(=O)Cc2cccs2)n1	-0.7
CCCSc1ncnc2sc(C)c(C)c12	1.9
CC(OC(=O)CC1CC2CCC1C2)C(=O)Nc1ccc(C(N)=O)cc1 (stereo not given)	-1.1
CCOc1ccc(-c2noc(CCC(N)=O)n2)cc1OCC	-2.9
CCCC(=O)Nc1cc(-c2nnc(OC)c3ccccc23)ccc1N1CCOCC1	-2.2
COc1cc(OC)c2ccc(=O)oc2c1C(CC(=O)N1CCCC(C)C1)c1ccc2c(c1)OCO2 (stereo not given)	-0.6
Cc1ccc(NC(=O)C2CCCN2C(=O)NC2CCCCC2)cc1 (stereo not given)	0.5
CC(OC(=O)Cc1cccc(C(F)(F)F)c1)C(=O)Nc1ccc(Cl)cn1 (stereo not given)	0.8
Cc1cccc(N2CC(C(=O)Nc3nc4ccc(S(C)(=O)=O)cc4s3)CC2=O)c1C (stereo not given)	-2.7
CCC(CO)Oc1cc(NC(=O)c2ccccc2Cl)c2ncn(C(C)C)c2c1 (stereo not given)	1.4
COc1cc(OC)cc(-c2c(-c3cccs3)c3cc(-c4ccc(OC)c(F)c4)ccc3n2C)c1	1.3
Cc1ccc(C)c(S(=O)(=O)N2CCN(C(=O)c3cccn3C)CC2)c1	-1.3
Cc1ccc(C)c(NC(=O)COC(=O)Cn2c(C)csc2=O)c1	-1.0
C=CCN(Cc1ccc(Cl)s1)C(=O)c1cc(S(=O)(=O)N2CCOCC2)ccc1F	-0.3
O=C(CCCCn1c(=O)c2ccccc2n(Cc2ccccc2F)c1=O)NC1CCN(Cc2ccccc2)CC1	-3.6
O=C1CC(N2CCN(c3ccccn3)CC2)C(=O)N1c1ccc(Cl)cc1 (stereo not given)	0.6
CCN(CC(=O)NC1CCS(=O)(=O)C1)C(=O)c1cc(OC)c(OC)c(OC)c1 (stereo not given)	-1.7
CCC(=O)N1CCN(CCN=CC2=C(O)CC(C)(C)CC2=O)CC1	0.2
COc1ccc(C(=O)NNC(=O)CSc2nnc(-c3cccnc3)n2C)cc1	1.9
Cc1ccc(NC(=O)N/C=C/c2ccccc2)cc1	-0.3
COc1ccc(CNC(=O)CC(C)S(=O)(=O)c2ccc3c(c2)NC(=O)CO3)cc1 (stereo not given)	1.1
CC(C)c1ccc(NC(=O)C(c2ccccc2)N2CCC3(CC2)OCCO3)cc1 (stereo not given)	0.9
OCCC#Cc1c(-c2ccsc2)sc2ccccc12	-0.4
CCOc1ccc(CCNC(=O)COC(=O)c2cccs2)cc1OCC	-0.3
Oc1ccc(/C=C/c2nc(-c3ccccc3O)n(-c3ccccc3)n2)cc1	-2.5
COc1cc(NC(=O)C2CCCN(S(=O)(=O)c3ccc(Cl)s3)C2)cc(OC)c1 (stereo not given)	-0.3
O=C(Cn1nnc2ccccc2c1=O)NC1CCCc2ccccc21 (stereo not given)	-1.9
C=CCN(c1ccccc1)S(=O)(=O)c1cccc(C(=O)O)c1	-1.4
Oc1ccc(-c2nc3ncccn3c2Nc2ccc3c(c2)OCCO3)cc1	-3.6
Cc1cc(SCC(=O)NCCCN2CCCC2=O)nc2ccccc12	0.1
COc1ccc(NC(=O)c2ccccc2NC(=O)COc2ccccc2)cc1	7.1
Cc1ccc2c(COC(=O)c3ccc(C)c(C)c3)cc(=O)oc2c1	1.1
CC1(C)O[C@@H](CC(=O)O)[C@]23CO[C@H](C(=O)[C@]4(C)C2CC[C@@]2(C)[C@H](c5ccoc5)OC(=O)C5O[C@]524)[C@@H]13 (stereo not given in full)	-0.8
O=C(Nc1ccccc1Cl)C1CCCN(c2ncnc3c2nc2n3CCCCC2)C1 (stereo not given)	-0.6
Cc1cccc(N(Cc2nnc3n2CCCCC3)C(=O)Nc2ccccc2)c1	3.8
O=C(NCC(c1cccs1)N1CCOCC1)c1ccco1 (stereo not given)	1.9
Cc1ccc(N(Cc2ccccc2)C(=O)c2cc(S(=O)(=O)N3CCOCC3)ccc2F)cc1	-3.4
Cc1noc(C)c1COc1ccccc1C(=O)NC(C)c1ccc(F)cc1 (stereo not given)	-1.2
COc1ccc2sc(-c3ccccc3OC)c(C#CCCO)c2c1	3.9
COc1ccc(NC(=O)Nc2ccncc2)c(OC)c1	-4.7
COCCCn1c(C(=O)N2CC(C)OC(C)C2)cc2c(=O)n3ccccc3nc21 (stereo not given)	4.7
CC(C)(C)c1ccccc1OCC(=O)Nc1ccccc1C(=O)NCc1cccnc1	-0.1

15 entries from above, arranged by molar mass, smallest number first.
SMILES	TbREL1 inh
COc1ccc(NC(=O)Nc2ccncc2)c(OC)c1	-4.7
O=C(NCC(c1cccs1)N1CCOCC1)c1ccco1 (stereo not given)	1.9
C=CCN(c1ccccc1)S(=O)(=O)c1cccc(C(=O)O)c1	-1.4
Cc1ccc2c(COC(=O)c3ccc(C)c(C)c3)cc(=O)oc2c1	1.1
O=C(Cn1nnc2ccccc2c1=O)NC1CCCc2ccccc21 (stereo not given)	-1.9
COc1ccc2sc(-c3ccccc3OC)c(C#CCCO)c2c1	3.9
Cc1cc(SCC(=O)NCCCN2CCCC2=O)nc2ccccc12	0.1
Cc1noc(C)c1COc1ccccc1C(=O)NC(C)c1ccc(F)cc1 (stereo not given)	-1.2
Cc1cccc(N(Cc2nnc3n2CCCCC3)C(=O)Nc2ccccc2)c1	3.8
COCCCn1c(C(=O)N2CC(C)OC(C)C2)cc2c(=O)n3ccccc3nc21 (stereo not given)	4.7
CC(C)(C)c1ccccc1OCC(=O)Nc1ccccc1C(=O)NCc1cccnc1	-0.1
O=C(Nc1ccccc1Cl)C1CCCN(c2ncnc3c2nc2n3CCCCC2)C1 (stereo not given)	-0.6
COc1cc(NC(=O)C2CCCN(S(=O)(=O)c3ccc(Cl)s3)C2)cc(OC)c1 (stereo not given)	-0.3
Cc1ccc(N(Cc2ccccc2)C(=O)c2cc(S(=O)(=O)N3CCOCC3)ccc2F)cc1	-3.4
CC1(C)O[C@@H](CC(=O)O)[C@]23CO[C@H](C(=O)[C@]4(C)C2CC[C@@]2(C)[C@H](c5ccoc5)OC(=O)C5O[C@]524)[C@@H]13 (stereo not given in full)	-0.8

(continued)
SMILES	TbREL1 inh
CC(C)(C)C(=O)Nc1cc(NC(=O)C(C)(C)C)cc(C(=O)Nc2c[nH]c(=O)[nH]c2=O)c1	3.3
Cc1ccccc1NS(=O)(=O)c1ccc(C(=O)NNC(=O)c2ccccc2O)cc1	1.2
COCc1[nH]c(=S)[nH]c(=O)c1C	-2.0
COC(=O)[C@]1(C)CN(C(=O)OC(C)(C)C)C2=C1C(=O)C[C@@](C)(C(=O)OC(C)(C)C)C2	-2.7
O=C(Nc1ccccc1C(=O)N1CCN(Cc2ccccc2)CC1)c1ccc(F)cc1	-1.2
CCc1c(C)nc2cc(-c3ccc(OC)cc3)[nH]n2c1=O	0.0
C=CCn1c(SCC(=O)Nc2cc(C)ccc2C)nnc1-c1cnccn1	-2.1
CCOC(=O)c1ccc(NS(=O)(=O)c2cc(-c3nnnn3CC)ccc2OC)cc1	-0.8
CCOC(=O)C(Cc1c(F)cccc1Cl)c1ccnc2nc(N)nn12 (stereo not given)	4.1
O=[N+]([O-])c1cc(Br)ccc1NS(=O)(=O)c1ccccc1	-1.7
CC(C)C[C@H](NC(=O)NCCC1=CCCCC1)C(=O)O	-0.5
COc1cc(NC(=O)Cn2nc(-c3ccc(F)cc3)ccc2=O)ccc1-n1cnnn1	-0.4
COCc1cc(/C=N\NC(=O)c2ccc(Cl)cc2)ccc1OC	-1.5
COc1ccc(-c2cc(-c3nnc(SCC(=O)N4CCOCC4)n3N)[nH]n2)cc1	-0.2
Cc1cccc(-c2oc(C)c(C)[n+]2[O-])c1	3.4
Cc1ccc2cccc(S(=O)(=O)Nc3c(C)n(C)n(-c4ccccc4)c3=O)c2n1	3.7
CCOC(=O)N1CCN(c2ccc(N3C(=O)CCCC3=O)cc2[N+](=O)[O-])CC1	-0.2
Cc1ccc(NC(=O)COc2cccc(-n3cnnn3)c2)cc1S(=O)(=O)N1CCOCC1	-2.6
Cc1ccc(C(=O)NCCNS(=O)(=O)c2ccccc2)cn1	3.1
CC(C)c1ccc(N(CC(=O)NC2CCCCC2)C(=O)CNC(=O)c2ccco2)cc1	2.4
CCC(=O)N1CCc2cc(Br)cc(S(=O)(=O)CCC(=O)NCC3CCCO3)c21 (stereo not given)	-3.2
CCCn1c(CN2CCN(C(=O)OCC)CC2)nc2cc(NC(C)=O)ccc21	0.1
O=S(=O)(c1cccc(Cl)c1)N1CCSc2ccccc21	2.5
COc1ccc(-n2nc(C(=O)NCC(=O)Nc3cccc(Cl)c3)c3ccccc3c2=O)cc1	2.4
O=C(COC(=O)CNC(=O)c1ccc(Br)cc1)NCCC1=CCCCC1	-4.1
CSc1nc(N)nc(-c2cccs2)c1C#N	2.6
O=S(=O)(NCc1ccc(F)cc1)c1cc(Br)ccc1Br	2.3
